# BCLXL inh: inhibitors of human Bcl-xL | inhibition, % at 10.9 µM | 0.7% of 320,000 active | GST-Bcl-xL / FITC-Bim BH3 peptide fluorescence polarization;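 active means inhibition above the mean of all tested compounds plus 3 SD, cutoff set per campaign, cut at about 30% in these data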;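 further: 0% = DMSO wells and 100% = unlabeled Bim-BH3 peptide competitor; inhibitors lower millipolarization by displacing the labeled peptide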
# Target sequence (Q07817 whole entry, looked up): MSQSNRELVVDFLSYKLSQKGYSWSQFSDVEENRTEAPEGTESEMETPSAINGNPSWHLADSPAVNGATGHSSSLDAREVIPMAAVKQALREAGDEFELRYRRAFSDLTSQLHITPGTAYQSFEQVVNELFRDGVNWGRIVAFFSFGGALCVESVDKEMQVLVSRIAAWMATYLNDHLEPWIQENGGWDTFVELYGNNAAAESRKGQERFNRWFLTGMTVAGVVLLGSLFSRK
# GRK2 aptamer HTS: human GRK2 inhibition via aptamer displacement; P25098; bead flow cytometry, FAM-aptamer displacement from GRK2; inhibition of aptamer binding, % at 10 µM; 0.59% of 330,000 active;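 active means inhibition of aptamer binding above 40%, roughly 3 SD of noise, on plates passing a quality check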;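 further: median bead fluorescence of bound FAM aptamer so fluorescent compounds give negative values; no value below 0 was filed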
# CIT2 TOR yeast: alters CIT2-GFP fluorescence in TOR pathway yeast screen; S. cerevisiae CIT2-GFP strain, flow cytometry, 3 h; 100 means same as DMSO wells; GFP response vs DMSO, % at 10 µM; 0.065% of 320,000 active;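 active means GFP response relative to DMSO above a set limit, near the screen mean plus 3 SD, cut at about 150% in these data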;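 further: ratio of well median GFP fluorescence to mean of DMSO wells on the plate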
# CR mimetic SO: yeast age-related superoxide inhibition as caloric restriction mimetic; S. cerevisiae aged cells, superoxide DHE fluorescence; active compounds read low; superoxide response (% of plate mean), % at 10 µM; 0.18% of 330,000 active; AID 2690;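 active means superoxide response under a set limit, about three screen SD below normal, cut at about 65% in these data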;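 further: yeast aged for seven days with compound at 30 °C before DHE staining; 100% = average MFI of all compound-treated wells on the plate with controls excluded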
# MEX-5 binding: C. elegans MEX-5 TCR-2 RNA binding activity. Q9XUB2. MEX-5/FITC-TCR2 RNA binding, fluorescence polarization; active compounds read low. activity score (negative = inhibition of binding), % at 10 µM. 0.38% of 300,000 active. AID 1832;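 active means inhibition past about -25% in most replicates, and total fluorescence under double the plate's negative control median, limit read from the data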;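 further: 0% = DMSO and -100% = 5 µM competing unlabeled TCR2 RNA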
# MCL1 BIM primary: MCL1-BIM-BH3 interaction inhibition (human); Q07820; GST-MCL1 / FITC-Bim-BH3 fluorescence polarization; inhibition, % at 10.9 µM; 0.68% of 320,000 active; AID 2057;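 active means inhibition above the mean inhibition of all tested compounds plus 3 SD, set per campaign, cut at about 40% in these data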;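 further: 0% = DMSO wells and 100% = unlabeled Bim-BH3 peptide control; higher means more loss of mP so more displacement of Bim peptide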
# Target sequence (Q07820 whole entry, looked up): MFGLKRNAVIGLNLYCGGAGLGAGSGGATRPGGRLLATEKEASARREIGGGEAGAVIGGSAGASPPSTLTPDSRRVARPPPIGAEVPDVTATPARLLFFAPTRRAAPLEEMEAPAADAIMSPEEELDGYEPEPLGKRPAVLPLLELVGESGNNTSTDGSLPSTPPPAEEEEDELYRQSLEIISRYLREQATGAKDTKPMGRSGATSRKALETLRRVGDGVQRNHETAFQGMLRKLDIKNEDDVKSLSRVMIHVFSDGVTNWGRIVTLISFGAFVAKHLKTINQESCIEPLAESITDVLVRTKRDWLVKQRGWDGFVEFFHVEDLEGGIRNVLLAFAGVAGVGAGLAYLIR
# AGP1-GFP MLPCN: alters AGP1-GFP fluorescence in TOR pathway yeast screen. GFP response vs DMSO, % at 10 µM. 0.02% of 320,000 active. AID 2066. S. cerevisiae AGP1-GFP multiplex flow cytometry, 3 h; GFP as percent of DMSO wells;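 active means GFP response relative to DMSO above a set limit, near screen average plus 3 SD, cut at about 150% in these data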;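 further: median GFP channel fluorescence of the gated AGP1 strain per well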
# GLD-1 RNA inh: GLD-1-TGE RNA interaction inhibition (C. elegans) | purified GLD-1 + fluorescein TGE RNA, fluorescence polarization | Q17339 | 0.44% of 320,000 active | inhibition, % at 5.96 µM | AID 2280;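 active means percent inhibition above a per-plate cutoff, the plate mean of test compounds plus 3 SD, cut at about 30% in these data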;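 further: 0% = DMSO wells with GLD-1 and probe and 100% = wells lacking GLD-1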
# Target sequence (Q17339 whole entry, looked up): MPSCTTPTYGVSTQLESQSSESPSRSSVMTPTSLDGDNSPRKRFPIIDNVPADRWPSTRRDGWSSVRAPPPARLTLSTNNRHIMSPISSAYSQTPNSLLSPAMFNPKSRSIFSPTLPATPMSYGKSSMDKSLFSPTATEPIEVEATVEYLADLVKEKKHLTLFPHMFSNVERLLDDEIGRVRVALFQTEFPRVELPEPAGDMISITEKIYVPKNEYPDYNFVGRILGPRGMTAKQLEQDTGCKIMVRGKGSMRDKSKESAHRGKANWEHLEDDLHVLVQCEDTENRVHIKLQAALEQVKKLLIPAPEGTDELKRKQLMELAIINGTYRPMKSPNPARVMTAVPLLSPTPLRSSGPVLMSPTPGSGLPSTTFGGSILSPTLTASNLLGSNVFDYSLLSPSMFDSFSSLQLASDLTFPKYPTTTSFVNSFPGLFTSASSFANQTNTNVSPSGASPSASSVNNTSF
# VLA-4 inh: inhibition in a human VLA-4 binding assay. P13612. VLA-4 expressing cells, ligand binding flow cytometry. inhibition, % (about 7 µM as worked out from the volumes in the protocol). 0.2% of 330,000 active. AID 2557; in the data active means inhibition above about 50%
# * = called active by the depositor; x = no result given. Random draw from the library (roughly 2.1% active in at least one column).
SMILES,BCLXL inh,GRK2 aptamer HTS,CIT2 TOR yeast,CR mimetic SO,MEX-5 binding,MCL1 BIM primary,AGP1-GFP MLPCN,GLD-1 RNA inh,VLA-4 inh
CCc1nn2c(=O)cc(COc3ccc(NC(=O)c4ccco4)cc3)nc2s1,9,4,109,74,2.2,13,105,0,-4
COc1cc(C(=O)N/N=C/c2sc(N3CCOCC3)nc2-c2ccccc2)cc(OC)c1OC,3,2,92,75,5.3,3,97,2,-3
COc1ccccc1/C=C/[C@@H]1C[C@H]2CN(Cc3cccc(Cl)c3)C(=O)[C@]23CCCN13,7,0,101,101,-2.2,7,99,3,7
Cc1ccc(C(=O)N2CCN(CCNC(=O)C(=O)NC(C)C)CC2)cc1,-1,2,103,108,1.5,-2,97,4,14
C#CCn1c(=NC(=O)c2cc(-c3cccs3)nc3ccccc23)sc2cc(S(N)(=O)=O)ccc21,-11,1,102,101,-0.4,-24,106,-10,-8
O=C(Nc1ccc(Br)cn1)c1ccc(Cl)s1,-1,1,87,87,-1.2,-1,85,9,15
S=C(c1cccs1)N1CCCC1,0,1,92,93,1.3,0,98,-4,13
CCOc1ccccc1/C=C(\C#N)C(=O)NC1CC1,5,0,87,100,-1.6,-3,95,-1,8
CSc1cc(C)c(OCC(=O)Nc2c(C)nn(C)c2C)c(C)c1,4,1,99,97,0.9,4,92,-4,0
COc1ccc(-n2ncc3c2CC(C)(C)CC3NC(=O)CCCN2CCCC2=O)cc1 (centres undefined),7,3,102,90,0.2,10,98,-2,4
Cc1cc(C)cc(NC(=S)N2CCN(c3ccc(F)cc3)CC2)c1,3,0,99,101,-4.0,9,101,1,-4
Cc1ccc(C)c(NC(=S)N2CCN(CCO)CC2)c1,-2,0,103,101,2.7,-6,102,10,-3
O=C(CSc1nc(-c2ccccc2)cc(=O)[nH]1)Nc1ccc(F)c(F)c1,-3,0,104,110,2.9,-6,105,-7,-5
COc1ccccc1OCC(=O)NCc1ccco1,2,4,96,115,0.2,6,96,3,-10
CCNC(=O)NC(=O)CN(C)c1ccccc1,7,0,95,97,-1.0,5,90,5,9
COc1ccc(-c2noc(CNC(=O)c3ccoc3C)n2)cc1,4,0,93,88,0.3,3,99,0,11
Cc1ccc(NC(=O)C2CC(=O)N/C(=N/NC(=O)c3ccc(C)cc3)S2)cc1 (centres undefined),8,2,87,103,-4.9,8,112,9,24
CCOc1ccc(C(=O)OCC(=O)NC2CCCCCCC2)cc1,0,2,96,97,x,-3,97,6,4
CN(CC(=O)Nc1cccc(F)c1)C(=O)c1ccc(-c2cccc(C(F)(F)F)c2)o1,3,0,97,110,1.1,4,98,-4,10
O=C1CCC(C(=O)O)N1 (centres undefined),2,1,99,100,2.2,2,100,3,24
COc1cccc(N2C(=O)C3CCCN3C2c2cccs2)c1 (centres undefined),-2,0,92,86,0.5,3,100,1,2
Cc1nc(CCNC(=O)CC2C(=O)NCCN2Cc2ccccc2)sc1C (centres undefined),17,2,96,99,-3.6,19,100,8,5
COc1ccccc1N(C(=O)CCl)c1cn(C(C)=O)c2ccccc12,7,5,105,84,0.7,7,109,-1,22
CC(C)(C)OC(=O)C[C@@H]1C/C=C\C[C@H](CC(=O)N[C@@H](CO)Cc2ccccc2)C(=O)N[C@H](Cc2ccccc2)COC1=O,x,0,80,82,x,x,90,-3,13
Nc1nonc1-n1nnc(C(=O)N/N=C/c2ccc(Br)cc2)c1CSC1=NCCS1,2,0,96,97,0.1,5,109,4,6

# Further records.
SMILES,BCLXL inh,GRK2 aptamer HTS,CIT2 TOR yeast,CR mimetic SO,MEX-5 binding,MCL1 BIM primary,AGP1-GFP MLPCN,GLD-1 RNA inh,VLA-4 inh
COc1ccc(C(=O)C2CCCN(C(=O)c3cccnc3OC)C2)c(C)c1 (centres undefined),6,0,100,99,-2.9,7,112,4,2
CCc1nnc(NC(=O)CSc2nnc(CNc3cccc(Cl)c3)n2CC)s1,2,0,104,88,1.8,3,102,1,-6
COc1ccc(C(=O)NN2CC(O)=C(c3nc4ccccc4n3C)C2=N)cc1OC,-4,0,99,112,1.6,2,95,-1,6
O=C(O)CC1c2ccccc2C=Cc2ccccc21,0,1,68,98,-0.1,3,77,7,7
O=C(c1cc(-c2ccccc2)on1)N1CCc2ccccc2C1,-1,3,96,130,-1.1,5,98,1,-4
O=C(CCS(=O)(=O)c1ccc(Br)cc1)Nc1cc(F)ccc1F,4,82*,97,98,1.4,5,104,-1,-2
CC(C)CC(=O)N1CCC(O)(CS(=O)(=O)Cc2ccccc2Cl)CC1,0,0,110,91,1.0,-4,103,4,-17
C=CCN1C(=O)C(Cc2ccc(SC(F)F)cc2)SC1=Nc1ccc(C(=O)O)cc1 (centres undefined),-1,2,97,89,0.1,-7,106,0,13
CCc1cc(=O)oc2c3c(cc(OCC(=O)NCCCn4ccnc4)c12)OC(C)(C)CC3,-1,1,96,106,4.2,-4,96,2,-15
O=C(CSc1ncn[nH]1)NCCOc1ccccc1,8,2,94,104,-0.4,8,98,-3,-3
Cc1ccc(C(C)(O)CS(=O)(=O)Cc2ccccc2Cl)cc1 (centres undefined),3,4,101,91,2.7,6,99,3,8
COc1ccc(NC(=O)C(NC(=O)CC2NC(=O)NC2=O)c2ccccc2)cc1 (centres undefined),-2,0,104,101,1.6,-2,104,0,13
COc1ccccc1C(=O)N(NC(=O)Oc1ccccc1)C(C)(C)C,-1,1,97,94,-0.7,5,93,-4,9
O=C1c2ccccc2C(=O)N1OCCOCCOCCBr,-2,3,100,73,-0.1,-6,101,1,6
CN(C)CCN(C(=O)c1ccc(S(=O)(=O)N(C)c2ccccc2)cc1)c1nc2cc3c(cc2s1)OCCO3,-1,0,103,102,0.1,-5,106,-1,-4
COc1ccc(OCCOC(=O)c2ccc(-n3cnnn3)cc2)cc1,7,1,97,103,1.3,-1,91,5,-4
CC(C)CN1C(=O)CC(Sc2ccccc2C(=O)O)C1=O (centres undefined),2,28,101,99,1.7,7,x,4,8
Cc1ccccc1Oc1cc(-n2ncc(Cl)c(Cl)c2=O)ncn1,0,3,92,93,x,-1,75,0,37
CCOc1ccc(S(=O)(=O)N2CCOCC2)cc1NC(=O)CN1C(=O)NC(C)(c2ccccc2)C1=O (centres undefined),2,0,91,99,0.5,-4,101,0,-5
O=C(c1ccc(OC2CCN(Cc3ccc(F)cc3)CC2)cc1)N1CCCC1,2,3,101,104,-4.1,2,103,-6,-6
Cc1nn(C)c(C)c1CN(C(=O)CCc1nnc(Cc2c[nH]c3ccccc23)o1)C(C)C,5,0,91,80,1.1,-2,82,5,8
Cc1cccc(NC(=S)N/N=C(\c2ccccc2)C(C)C)c1,-5,1,108,95,3.3,0,104,-8,6
Cc1ccc(/C=N/NC(=O)c2ccc(NC(=O)c3ccc(Cl)cc3)cc2)o1,3,0,91,108,0.2,-2,93,3,-1
O=C(COc1ccc(S(=O)(=O)N2CCOCC2)cc1)NCCN1CCOCC1,7,1,101,124,-1.1,6,100,4,-8
COc1ccc(/C=N/NC(=O)c2ccc(Cn3cc([N+](=O)[O-])cn3)o2)c(OC)c1C,6,1,85,98,0.8,6,93,-2,3

# Other entries
SMILES,BCLXL inh,GRK2 aptamer HTS,CIT2 TOR yeast,CR mimetic SO,MEX-5 binding,MCL1 BIM primary,AGP1-GFP MLPCN,GLD-1 RNA inh,VLA-4 inh
COC(=O)c1cc(C(=O)c2cc(F)ccc2O)cn2c(=O)c3c(C)c(C)sc3nc12,5,4,99,98,-4.1,-2,104,-2,-2
COc1ccc(Nc2nnc(SC(C(=O)Nc3ccc(OC)c(Cl)c3)c3ccccc3)s2)cc1 (centres undefined),0,0,93,108,-4.8,-7,90,3,2
C=CCNC(=O)COc1coc(CN2CCN(Cc3ccccc3)CC2)cc1=O,1,0,96,93,0.2,-4,96,0,0
O=C(O)c1ccc(CSc2nc3ccccc3o2)cc1,1,2,82,122,1.0,-1,83,-5,-1
O=C(COC(=O)/C=C/c1cccc(Cl)c1)NC1CC1,4,0,118,86,x,3,99,8,13
CCOc1ccc(CCNC(=O)CSCc2ccc(C)cc2)cc1OCC,-1,0,96,96,-0.4,-1,90,3,12
CCOc1ccc(NC(=O)NCCN2CCN(c3cccc(C)c3C)CC2)cc1,4,0,101,90,-1.4,20,105,-2,7
CCn1c(=O)cc(OCC(=O)NCC2CCCO2)c2ccccc21 (centres undefined),3,0,98,96,-0.1,2,101,0,10
CNCC(=O)N1CCN(c2ncc(C(F)(F)F)cc2Cl)CC1,0,0,97,104,1.5,-8,103,5,6
O=C(COC(=O)c1cc(-c2ccco2)nc2ccccc12)NCc1ccccc1,21,5,110,147,-0.6,19,101,11,-51
C=CCNC(=O)Nc1ccc2oc(C)nc2c1,14,0,93,99,-2.3,9,89,3,1
CCOc1ccccc1CNC(=O)C1CCN(c2nnc(C)c3c(C)n(-c4ccc(C)cc4)nc23)CC1,-22,0,105,88,-4.9,-20,102,-9,-7
C/C(=N/NC(=O)CNC(=O)C(c1ccccc1)c1ccccc1)c1ccco1,0,1,97,109,2.0,-2,100,7,12

# 16 consecutive entries out of the list so far, quoted:
SMILES,BCLXL inh,GRK2 aptamer HTS,CIT2 TOR yeast,CR mimetic SO,MEX-5 binding,MCL1 BIM primary,AGP1-GFP MLPCN,GLD-1 RNA inh,VLA-4 inh
O=C(c1ccc(OC2CCN(Cc3ccc(F)cc3)CC2)cc1)N1CCCC1,2,3,101,104,-4.1,2,103,-6,-6
Cc1nn(C)c(C)c1CN(C(=O)CCc1nnc(Cc2c[nH]c3ccccc23)o1)C(C)C,5,0,91,80,1.1,-2,82,5,8
Cc1cccc(NC(=S)N/N=C(\c2ccccc2)C(C)C)c1,-5,1,108,95,3.3,0,104,-8,6
Cc1ccc(/C=N/NC(=O)c2ccc(NC(=O)c3ccc(Cl)cc3)cc2)o1,3,0,91,108,0.2,-2,93,3,-1
O=C(COc1ccc(S(=O)(=O)N2CCOCC2)cc1)NCCN1CCOCC1,7,1,101,124,-1.1,6,100,4,-8
COc1ccc(/C=N/NC(=O)c2ccc(Cn3cc([N+](=O)[O-])cn3)o2)c(OC)c1C,6,1,85,98,0.8,6,93,-2,3
COC(=O)c1cc(C(=O)c2cc(F)ccc2O)cn2c(=O)c3c(C)c(C)sc3nc12,5,4,99,98,-4.1,-2,104,-2,-2
COc1ccc(Nc2nnc(SC(C(=O)Nc3ccc(OC)c(Cl)c3)c3ccccc3)s2)cc1 (centres undefined),0,0,93,108,-4.8,-7,90,3,2
C=CCNC(=O)COc1coc(CN2CCN(Cc3ccccc3)CC2)cc1=O,1,0,96,93,0.2,-4,96,0,0
O=C(O)c1ccc(CSc2nc3ccccc3o2)cc1,1,2,82,122,1.0,-1,83,-5,-1
O=C(COC(=O)/C=C/c1cccc(Cl)c1)NC1CC1,4,0,118,86,x,3,99,8,13
CCOc1ccc(CCNC(=O)CSCc2ccc(C)cc2)cc1OCC,-1,0,96,96,-0.4,-1,90,3,12
CCOc1ccc(NC(=O)NCCN2CCN(c3cccc(C)c3C)CC2)cc1,4,0,101,90,-1.4,20,105,-2,7
CCn1c(=O)cc(OCC(=O)NCC2CCCO2)c2ccccc21 (centres undefined),3,0,98,96,-0.1,2,101,0,10
CNCC(=O)N1CCN(c2ncc(C(F)(F)F)cc2Cl)CC1,0,0,97,104,1.5,-8,103,5,6
O=C(COC(=O)c1cc(-c2ccco2)nc2ccccc12)NCc1ccccc1,21,5,110,147,-0.6,19,101,11,-51
